Lipid storage S3 = qHTS Assay for Lipid Storage Modulators in Drosophila S3 Cells. Drosophila S3 cells, BODIPY lipid droplet fluorescence, 18-24 h; cells fed with added oleic acid. Potency in µM for hits, for the others lipid storage change, negative = inhibition, % at the top dose, mostly 46.1 µM. actives 0.64% (n = 320,000). AID 2685; active = well fitted inhibition curve with a large enough effect in the signal ratio, with a control signal flat, not every such curve was filed as active; inconclusive = small, poorly fitted or top-dose-only effect, or effect the other way, or a change in a side signal; the % refers to the signal ratio
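Drosophila S3 cells got compounds at several concentrations plus oleic acid (400 uM solution). Laser-scanning cytometry with 488 nm excitation read lipid droplets at 500-530 nm and cells at 575-640 nm. Percent activity was relative to 20 uM Triacsin C.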
Lipid storage S3 cell count max = recorded beside Lipid storage S3, whose call it bears; cell number change, %; measured here: cell count max response;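 cells counted by Cell Tracker Red CMTPX staining in the red channel; peak over a dose series mostly up to 46.1 µM; percent activity relative to internal control wells on each plate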
* = called active by the depositor; i = inactive; ? = inconclusive; / = no result given; [ ] = another dose, or the depositor's remark. % is set by controls: 0 for no effect and ±100 for the full control effect; potency is the fitted concentration of half-maximal effect. Only part of the results is shown (hit frequency here may not be typical).

SMILES	Lipid storage S3	Lipid storage S3 cell count max
O=C(CCCn1c(=O)oc2ccccc21)Nc1ccccc1	?	/
COc1cc(C(=O)Nc2scc(-c3ccc(C)cc3)c2C(=O)O)cc(OC)c1OC	i	-31.8
Cc1ccc(N2C=Nc3ccc(C)c4nc(C)cc2c34)cc1	i	/
O=C1C2CCCN2C(c2ccccc2F)N1c1cccc(Cl)c1 (stereo not given)	?	/
NC(=O)c1ccc[n+](CC(=O)c2ccc(F)cc2)c1	-16.6%	7.8
CC(C)(C)C(=O)Nc1nc(-c2ccc3c(c2)OCO3)cs1	?	/
CCOc1ccc(OCC)c(NS(=O)(=O)c2cn(C)cn2)c1	?	/
Cc1nnc(SCC(=O)Nc2nc3c(s2)CC(C)CC3)s1 (stereo not given)	?	/
COc1ccc(OCC(=O)NCCCn2ccnc2)cc1	19.8%	17.2
Cc1ccc(-n2[nH]c(=O)c3cccnc32)cc1	27.5%	26.4
Cc1cccc(C)c1NC(=S)NCc1ccncc1	2.0%	8.2
O=C(CN(c1cccc(C(F)(F)F)c1)S(=O)(=O)c1ccc(Cl)c([N+](=O)[O-])c1)NCc1ccccc1Cl	?	/
CC1=C(C(=O)Nc2cc(C(=O)N(C)Cc3ccccc3)ccc2C)SCCO1	?	/
COc1ccc(-c2nc(NC(=O)c3c(C)noc3C)sc2C)cc1	?	/
CCOC(=O)C1=C(C)Nc2ccccc2N=C1NC(=O)CCCN1C(=O)c2ccccc2C1=O	?	/

Arranged by heavy-atom count (smallest number first): some entries from above.
SMILES	Lipid storage S3	Lipid storage S3 cell count max
Cc1ccc(-n2[nH]c(=O)c3cccnc32)cc1	27.5%	26.4
CC(C)(C)C(=O)Nc1nc(-c2ccc3c(c2)OCO3)cs1	?	/
CCOc1ccc(OCC)c(NS(=O)(=O)c2cn(C)cn2)c1	?	/

(list continues)
SMILES	Lipid storage S3	Lipid storage S3 cell count max
Cc1c(NC(=O)c2ccc(Cl)nc2)cccc1-c1nc2cccnc2s1	-16.5%	0.6
Cc1ccc(Cn2c(Sc3nnc(C)s3)nc3c2c(=O)[nH]c(=O)n3C)cc1	?	/
CCOc1ccc(N(CC(=O)NCc2ccc(OC)cc2)S(=O)(=O)c2c(C)[nH]c(=O)[nH]c2=O)cc1	-24.8%	/
O=c1cc2n(c(=O)[nH]1)CCC1=C2CCCC1	?	/
CCOC(=O)C1=C(C)NC(C)=C(C(=O)OCC)C1C1=COCCO1	?	/
CC(C)c1ccccc1NC(=O)Nc1ccc(F)cc1F	-7.6%	-1.8
CSc1ccc(C(=O)C2CCCN(Cc3cccn3-c3cccnc3)C2)cc1 (stereo not given)	?	/
CCOc1ccc(NS(=O)(=O)c2ccc(C(=O)NCC3(N(C)C)CCCCC3)cc2)cc1	?	/
Cc1ccc(-c2nnc(SCC(=O)Nc3ccc(S(=O)(=O)N4CCCCCC4)cc3)o2)cc1	?	/
Cc1ccc(/C(O)=C2\C(=O)C(=O)N(C)C2c2ccc([N+](=O)[O-])cc2)cc1 (stereo not given)	?	/
N=C1c2ccccc2CN1NC(=O)c1cccc(S(=O)(=O)N2CCOCC2)c1	?	/
CC(C)(C)c1ccc(OCCCC(=O)N2CCOCC2)cc1	?	/
CCc1c(C(C)S(=O)(=O)c2ccc(C)cc2)[nH]c(=O)n1-c1ccc(OC(F)(F)F)cc1 (stereo not given)	?	/
COc1ccccc1N1CCN(S(=O)(=O)c2ccccc2F)CC1	i	/
O=P(c1ccccc1)(c1ccccc1)C(c1ccco1)N1CCOCC1 (stereo not given)	17.5%	8.1
CCOC(=O)Nc1cc2c(C)cc(=O)oc2cc1C	38.2%	12.9
COc1ccc(N(C(=O)c2cccnc2)S(=O)(=O)c2cccs2)cc1	?	/
N#CCCN(Cc1cccnc1)C(=S)NC(=O)C1CC1	-5.8%	-2.3
COc1ccc(OCCOc2ccccc2[N+](=O)[O-])cc1	3.6%	9.2
CC(=O)OC(C)C[N+](C)(C)C (stereo not given)	4.1%	-1.7
COCC(=O)NNC(=S)Nc1cccc(C)c1C	?	/
COc1ccccc1N=Cc1c(C)[nH]n(-c2ccc(C)cc2C)c1=O	-16.1%	-6.2
COc1ccc(C2=NOC(C(=O)NCc3ccc(F)cc3)C2)cc1OC (stereo not given)	?	/
O=[N+]([O-])c1ccc(CSc2nc3ncc(Br)cc3[nH]2)cc1	-5.5%	-9.2
Cc1cc(C)c(NC(=O)CSCc2nc3sc(C)c(C)c3c(=O)[nH]2)c(Cl)c1	?	/
CCc1ccc(NC(=O)c2[nH]c(C)c(C(C)=O)c2C)cc1	?	/
COc1ccccc1-c1cc(C(=O)Nc2cccnc2Cl)no1	i	23.5
Cc1ccc(/C=N/Nc2nc3ccccc3s2)o1	-11.8%	-21.9
Cc1cc(C)c(S(=O)(=O)N(C)Cc2cnn(C)c2)c(C)c1	?	/
CC(C)C12CN3CC(C(C)C)(CN(C1)C31C(=O)Nc3ccccc31)C2=O (stereo not given)	-3.0%	-11.1
O=C(O)CCCCNCc1ccccc1	?	/
CN1CCC(N(C)C(=O)c2cc(-c3ccccc3Cl)nc3ccccc23)CC1	?	/
Cc1ccc(-n2c(SC3CCOC3=O)nc3ccccc3c2=O)cc1 (stereo not given)	17.1%	/
Cc1cc(=O)[nH]c2c(C)c(N)ccc12	?	/
Cc1c(C(=O)N/N=C/c2ccccn2)nnn1-c1nonc1N	i	4.8
COc1ccc(-c2nc(-c3ccc(Br)o3)no2)cc1OC	?	/
CCC(=O)Nc1c2c(nn1-c1ccc(F)cc1)CS(=O)C2 (stereo not given)	?	/
O=C(CCS(=O)(=O)c1ccc2c(c1)NC(=O)CO2)NCc1ccccc1	i	-2.4
CC(=O)NC1(C(F)(F)F)C(=O)Nc2c1c(=O)n(C)c(=O)n2C (stereo not given)	-1.6%	-13.1
Cc1ccc(CN2CCN(C(=O)c3ccncc3)CC2)cc1	-9.8%	-0.2
Cc1ccccc1OCCCN1CCCC1	16.7%	9.2
CCn1c(SCC(=O)Nc2nccs2)nnc1-c1ccco1	-17.6%	12.7
Cc1ncc(CN2CCCCC2C(=O)Nc2ccc(Oc3ccccc3)nc2)cn1 (stereo not given)	-13.6%	-1.1
Cc1ccc(Cl)c2sc(N3CCN(C(=O)c4ccco4)CC3)nc12	?	/
O=C(COc1ccc(Cl)cc1)N1CCCC1	6.0%	-12.7
CCOC(=O)C1CCN(C(=O)c2cc3c(-c4ccc(OC)c(OC)c4)nn(C)c3s2)CC1	?	/
O=C1CCCC(=O)N1c1ccc(Oc2ccc(Cl)cc2)cc1	13.2%	/
O=c1c(Cc2ccc(Cl)cc2Cl)c(O)ccn1CC(F)(F)F	?	/
COc1ccc(N/C(N)=N/c2nc(C)cc(=O)[nH]2)cc1	?	/
Cc1ccccc1CCNC(=O)CCn1ccc2cc(S(=O)(=O)N3CCCC3)ccc21	-3.1%	2.1
O=C(NC1CCN(S(=O)(=O)c2ccccc2C(F)(F)F)CC1)c1ccco1	?	/
Cc1ccc(OCCNC(=O)c2ccc(C)o2)cc1	?	/
Cc1oc2c(C)c3oc(=O)c(CCC(=O)NCCCCCC(=O)O)c(C)c3cc2c1C	9.1%	9.7
COc1ccc(-c2cc3ccccc3[nH]2)cc1	?	/
COc1cccc(CN2CCCC(C(=O)c3ccc4c(c3)OCO4)C2)c1OC (stereo not given)	21.9%	11.9
Cn1c(=O)c2c(nc(NCCOc3ccc(F)cc3)n2C)n(C)c1=O	11.0%	11.1
Cc1nc(NC(=O)c2ccccc2)sc1-c1csc(Nc2ccc(C(=O)O)cc2)n1	?	/
COCCNC(=O)COc1ncnc2ccc(Br)cc12	i	7.7
O=C(Nc1ccccc1)C1CCCN1S(=O)(=O)c1cccs1 (stereo not given)	?	/
Oc1cccc(-n2nnnc2SCc2ccccc2F)c1	?	/
Following part.
SMILES	Lipid storage S3	Lipid storage S3 cell count max
COc1ccc(N2C(=O)CC(SC(C)C)C2=O)cc1 (stereo not given)	2.5%	-1.0
COc1ccc(C(=O)CN2C(=O)c3ccccc3C2=O)cc1	0.3%	10.4
COc1ccc(-c2n[nH]c(=S)n2/N=C/c2cccn2C)cc1	0.1%	2.4
CC/C(C)=N\NC(=O)CNC(=O)c1ccc(Cl)cc1Cl	?	/
COc1ccc(OC)c(NC(=O)c2ccc(-n3cccn3)nc2)c1	26.4%	/
CCN(CC)c1ccc(S(=O)(=O)N2CCOCC2)cc1NC(=O)Cn1nc(C)c([N+](=O)[O-])c1C	?	/
Cc1cccc(C)c1N1C(=O)CC(N2CCSCC2)C1=O (stereo not given)	-0.6%	16.2
COc1ccccc1N1CCN(C(=O)c2ccc(CSc3ccccc3)cc2)CC1	-16.1%	-19.9
COc1ccc(-n2c(C)cc(C)c(C(C)=O)c2=S)cc1	?	/
CCOC(=O)N1CCN(C(=O)CCCn2nc(C)c3sc4ccccc4c3c2=O)CC1	i	-16.7
CCOC(=O)c1cc(-c2ccccc2C)nn1CC1CC(c2ccc(OC)cc2)=NO1 (stereo not given)	?	/
CC(=O)N(CCCN(C)C)CCC(C)CCC=C(C)C (stereo not given)	?	/
Cc1cc2oc(C(=O)Nc3cccnc3)c(C)c2cc1C	1.5%	6.4
Cc1ccccc1NC(=S)NCc1ccc2[nH]c3c(c2c1)CCCC3	?	/
CC(Sc1nc(-c2ccccc2)cc(C(F)(F)F)n1)C(=O)Nc1ccc2c(c1)OCO2 (stereo not given)	?	/
O=C(N/N=C/c1ccncc1)c1ccccn1	?	/
Cc1cc(-c2nnc(SCC(=O)Nc3ccc(Cl)cn3)n2N)n[nH]1	i	-0.2
COc1ccc(N2CC(C(=O)NCc3ccccc3)CC2=O)cc1 (stereo not given)	?	/
CCC(=O)NCCc1nc2cc(NC(=O)c3ccccc3Cl)ccc2n1C	5.2%	14.2
O=C(CCC1CCCN(Cc2cccc(Cl)c2)C1)NCc1ccccc1F (stereo not given)	?	/
O=c1[nH]c2ccc(NC(=S)Nc3ccc(Cl)cc3)cc2[nH]1	?	/
CN(C)c1oc(/C=C/c2ccccc2)nc1C#N	?	/
FC(F)(F)c1ccccc1C1C2=C(Nc3ncnn31)c1ccccc1CCC2 (stereo not given)	?	/
C/C=C(\C)C(=O)NCCN1C2=NC[C@H](Cc3ccc(O)cc3)N2C[C@@H]1Cc1ccc(OC)cc1	-2.9%	-8.4
Cn1cc(/C=C(\C#N)C(=O)Nc2cccc([N+](=O)[O-])c2)c2ccccc21	?	/
CCn1c(COC(=O)CNC(=O)c2cc(OC)c(OC)c(OC)c2)nc2cc(S(=O)(=O)N(C)C)ccc21	?	/
Nc1cc(=O)[nH]c(SCC(=O)NNC(=O)c2ccccc2)n1	-22.4%[0.0737 µM]	2.4
COc1ccc(CNC(=O)CN(c2cccc([N+](=O)[O-])c2)S(C)(=O)=O)cc1	?	/
COc1cccc(N2C(N)=NC(N)=NC2(C)C)c1	-15.5%	-1.0
COc1cccc(CNC(=O)CSc2nnc3c(n2)[nH]c2ccc(OC)cc23)c1	?	/
O=C(Cn1c(NCCCO)nc2ccccc21)c1ccco1	8.0%	-0.5
CCCNC(=O)N1CCCC(C(N)=O)C1 (stereo not given)	?	/
Cc1ccc(-n2ncc3c2CC(C)(C)CC3NC(=O)CCc2ccc(=O)[nH]n2)cc1 (stereo not given)	?	/
O=C(O)CNC(=O)c1ccccc1Br	?	/
COCCn1c(-c2ccc(F)cc2)nc2cccnc21	?	/
CC1=C(C(=O)Nc2cc(-c3cccc(F)c3)[nH]n2)C2(CCCCC2)OC1=O	?	/
O=C(CC(=O)c1ccccc1)Nc1ccc(Cl)cc1	i	/
O=C(CSc1ncn[nH]1)Nc1ccc(OCc2ccccc2)cc1	i	24.4
CC1CCc2cc(F)ccc2N1C(=O)c1cc2nc(-c3ccco3)cc(C(F)(F)F)n2n1 (stereo not given)	i	/
COc1cccc(S(=O)(=O)NCC(=O)Nc2ccc(C(C)(C)C)cc2)c1	?	/
COc1cc(NC(=O)c2ccccc2)c(OC)cc1NC(=O)Cc1cccs1	5.6%	-3.2
Cn1c2c(c(=O)n(C)c1=O)C(c1ccc(Cl)cc1)C(C#N)=C(N)O2 (stereo not given)	-0.2%	/
COC(CNS(=O)(=O)c1ccc(S(=O)(=O)NC2CC2)cc1)OC	i	19.3
Cc1cc(C)nc(SCC(=O)Nc2ccc(S(=O)(=O)NCCO)cc2)n1	?	/
OC(CCCN1CCCCC1)(c1ccccc1)c1ccccc1	?	/

Single records, from the list above. Order of values: Lipid storage S3	Lipid storage S3 cell count max
`O=C(CC(=O)c1ccccc1)Nc1ccc(Cl)cc1` in the list: i	/
`Cn1c2c(c(=O)n(C)c1=O)C(c1ccc(Cl)cc1)C(C#N)=C(N)O2` (stereo not given) in the list: -0.2%	/

Quoted from above for reference:
SMILES	Lipid storage S3	Lipid storage S3 cell count max
O=C(CC(=O)c1ccccc1)Nc1ccc(Cl)cc1	i	/
O=C(CSc1ncn[nH]1)Nc1ccc(OCc2ccccc2)cc1	i	24.4
CC1CCc2cc(F)ccc2N1C(=O)c1cc2nc(-c3ccco3)cc(C(F)(F)F)n2n1 (stereo not given)	i	/
COc1cccc(S(=O)(=O)NCC(=O)Nc2ccc(C(C)(C)C)cc2)c1	?	/
COc1cc(NC(=O)c2ccccc2)c(OC)cc1NC(=O)Cc1cccs1	5.6%	-3.2

The results go on:
SMILES	Lipid storage S3	Lipid storage S3 cell count max
O=C(N/N=C/c1ccc([N+](=O)[O-])o1)C(O)c1ccccc1 (stereo not given)	?	/
COc1ccc(CCC(=O)NCc2ccc3c(c2)OCO3)cc1	7.0%	6.6
COc1ccccc1NS(=O)(=O)c1cc(NC(=O)CNC(=O)c2cc(C)cc(C)c2)ccc1C	?	/
COc1ccc(C)cc1NC(=O)Nc1ccc(C(=O)N2CCCC2)cc1	?	/
COc1ccc(Cc2nnc(NC(=O)c3ccc(C)cc3)s2)cc1OC	i	/

Compound activity from PubChem BioAssay.
